# DAT uptake mod = human DAT dopamine uptake with cocaine, either direction; AID 449768; LLC-PK1 hDAT cells, [14C]-dopamine uptake with cocaine IC80; actives deviate in either direction; 110,000 compounds, 1.3% hits; B-score at 10 µM;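 active means Z score or B-score, a plate-position-corrected score, falls beyond the plate's 99.7% confidence bounds, in either direction; inactive means both scores lie inside the 99.7% bounds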;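 further: scored against the spread of the other compound wells on the same plate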
# Target sequence (Q01959 whole entry, looked up): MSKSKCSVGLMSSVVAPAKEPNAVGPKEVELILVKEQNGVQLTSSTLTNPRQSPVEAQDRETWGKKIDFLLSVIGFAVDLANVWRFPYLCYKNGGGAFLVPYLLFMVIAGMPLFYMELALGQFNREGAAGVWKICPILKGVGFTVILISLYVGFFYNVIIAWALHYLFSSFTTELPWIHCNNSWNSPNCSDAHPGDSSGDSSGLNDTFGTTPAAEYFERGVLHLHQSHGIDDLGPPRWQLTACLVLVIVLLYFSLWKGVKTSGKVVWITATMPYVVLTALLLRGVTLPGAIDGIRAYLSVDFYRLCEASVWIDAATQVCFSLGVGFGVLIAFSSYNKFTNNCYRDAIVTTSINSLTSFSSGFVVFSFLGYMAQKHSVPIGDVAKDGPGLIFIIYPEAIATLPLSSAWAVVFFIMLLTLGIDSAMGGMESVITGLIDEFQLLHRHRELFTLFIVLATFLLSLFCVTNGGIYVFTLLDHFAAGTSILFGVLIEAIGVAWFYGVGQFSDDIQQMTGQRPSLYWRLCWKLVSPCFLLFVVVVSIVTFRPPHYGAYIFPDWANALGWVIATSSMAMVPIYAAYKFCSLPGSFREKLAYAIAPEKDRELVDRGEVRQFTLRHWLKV
# Ecoli WT expand = growth inhibitors of E. coli BW25113 wild type | OD600 absorbance | growth inhibition, % at 100 µM | 98,000 compounds, 0.15% hits;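 active means growth inhibition above about 50% at one test dose, limit read from the data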;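 further: growth measured after 20 h incubation at 37 °C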
# * hit, by the source's call.
Structure | DAT uptake mod | Ecoli WT expand
COCCOC(=O)C1=C(C)NC(=O)NC1c1c(OC)ncnc1OC (stereo not drawn) | -1.2 | 2
N#Cc1c(NC(=O)CN2CCN(C(=O)c3ccco3)CC2)sc2c1CCCCC2 | -0.41 | 6
Cc1ccccc1NC(=O)CCN1CCN(Cc2ccccc2)CC1 | -1 | -15
Cc1cc(=O)n2nc(N3CCC(C(=O)NCCc4ccccc4)CC3)sc2n1 | 0.69 | 3
CCS(=O)(=O)N1CCC(C(=O)NCc2ccccn2)CC1 | -0.017 | 11
CCOC(=O)c1c(C)c(C(=O)NCc2ccccn2)c(C)n1CC | 0.22 | -2
Cc1ccccc1-c1nn2c(-c3ccccc3)nnc2s1 | -0.05 | 2
COc1ccc(NC2CS(=O)(=O)CC2NCc2ccco2)cc1 (stereo not drawn) | -1.2 | 0
CCOC(=O)C1=C(C)N=c2s/c(=C\c3ccncc3)c(=O)n2C1c1ccc2c(c1)OCO2 (stereo not drawn) | 1.6 | -6
COc1ccccc1-c1nnc2sc(C3CCCCC3)nn12 | 1.8* | 12
Cc1ccc2oc(=O)c3cc(C(=O)NCCN4CCN(C)CC4)sc3c2c1 | 0.34 | 1
CCOC(=O)N1CCC(NC(=O)Cn2c3c(c(-c4ccccc4Cl)cc2=O)CCC3)CC1 | 1.9 | -3
OC(COc1ccc(Br)cc1)CN1CCOCC1 (stereo not drawn) | -0.38 | 10
Cc1nc(-c2cnn(-c3ccccc3)c2)c2cc(C)oc2n1 | 0.16 | -7
Cc1cc(=O)n2nc(N3CCCC3C(=O)NCCCN3CCCCC3)sc2n1 (stereo not drawn) | 0.16 | -7
CC(=O)N1c2ccccc2C(=O)C1N1CCCCC1 (stereo not drawn) | 0.0011 | 2
O=C(NC1CCCCC1)C1CCN(C(=O)NCc2ccccc2)CC1 | -0.019 | -9
Cc1nn(CCc2nc(-c3ccco3)cs2)c2[nH]c(=O)cc(C(F)(F)F)c12 | -0.63 | 3
COc1cccc2c(C)c(C(=O)O)[nH]c12 | -0.3 | -5
Cc1cc(Nc2ccc(C)c(C)c2)n2nc(C)nc2n1 | -0.61 | 1
COc1ccc(OC)c(S(=O)(=O)n2nnc3ccccc32)c1 | -1.1 | -8
Cc1cc(C(=O)OCn2nnc3ccccc3c2=O)c(C)o1 | 0.096 | 4
S=C(c1ccc(-c2cccc(Cl)c2)o1)N1CCOCC1 | 1.4 | -1
CC1(C)Cc2c(C#N)c(N)sc(=S)c2CO1 | -1.7 | -1
CCOC(=O)C(C(=O)OCC)[C@@H]1CS(=O)(=O)C[C@H]1C(C(=O)OCC)C(=O)OCC | 0.8 | 1
CCC(CC)C(=O)Nc1cc(C)cc(C)c1 | -0.18 | -1
Nc1nonc1-c1nc2ccccc2n1Cc1ccc(Cl)cc1 | -0.56 | -18
Cc1cccc(C)c1NC(=O)N1C2CCCC1CC(NC(=O)C(C)(C)C)C2 (stereo not drawn) | -0.11 | 2
CCN=C1SC(C(=O)Nc2ccc(Cl)c(Cl)c2)CC(=O)N1CC (stereo not drawn) | -1.2 | -4
O=C1CN(C(=O)c2ccccn2)c2ccccc2N1 | -0.76 | -1
COC(=O)c1ccc(Nc2cc(C)nc(-c3ccccc3O)n2)cc1 | -0.17 | -13
CC(C)(C#N)NC(=O)c1ccco1 | -1.5 | 0
CCN(c1cccc(C)c1)c1ncnc2nc[nH]c12 | 0.5 | 6
CCOC(=O)C1C(=O)NC(SC)=C(C#N)C1c1ccccc1F (stereo not drawn) | -0.31 | 2
C=CCn1c(CCNC(=O)C(C)(C)C)nc2ccccc21 | -2 | -1
CCNc1nc(C)c2cc(Br)c(=O)n(CC)c2n1 | -0.69 | -2
CCCCn1c(CN2CCN(C(=O)OCC)CC2)nc2c1c(=O)n(C)c(=O)n2C | -0.84 | 1
COc1ccc(NC(=O)c2ccc(Cl)c(S(=O)(=O)N3CCc4ccccc4C3)c2)cn1 | -0.8 | -10
CCOC(=O)N1CCN(C2CC(=O)N(c3ccc(F)cc3)C2=O)CC1 (stereo not drawn) | 0.16 | -6
CC1(C)CC(=O)C2=C(C1)OC(c1cccs1)C(C#N)=C2N (stereo not drawn) | -0.6 | 0
O=C(CSc1nnc(-c2ccccc2Cl)o1)N1CCCCC1 | 1.4 | 8
CCOC(=O)C1CCN(C(=O)CNS(=O)(=O)c2cccs2)CC1 | -1.4 | -7
O=C(CCN1C(=O)C2C3C=CC(C3)C2C1=O)N1CCN(c2ccc(F)cc2)CC1 (stereo not drawn) | -1.3 | -15
CCOC(=O)Cn1c(CN2CC(C)OC(C)C2)nc2c1c(=O)n(C)c(=O)n2C (stereo not drawn) | 0.22 | -1
FC(F)(F)c1cccc(N2CCN(Cc3cccnc3)CC2)c1 | -0.00098 | 4
O=C(Cn1cnc2c(nnn2-c2ccccc2)c1=O)NCC1CCCO1 (stereo not drawn) | -0.68 | 10
Cc1ccc(S(=O)(=O)N2CCCC2C(=O)Nc2ccc(O)cc2)cc1 (stereo not drawn) | -0.099 | 0
COc1ccc(C2=CC(c3ccc(Cl)cc3)n3cnnc3N2)cc1OC (stereo not drawn) | -0.12 | -3
O=C(Oc1ccnc2cc(Cl)ccc12)N1CCCCCC1 | 0.62 | 11
C=CCN1CCN(C(CC(C)C)c2nnnn2CCOC)CC1 (stereo not drawn) | -0.67 | -2

# Other entries follow:
Structure | DAT uptake mod | Ecoli WT expand
CCOc1ccccc1NC(=O)CSc1nnc(-c2cnccn2)n1CC | 0.75 | 4
CCOC(=O)CNC(=O)c1cn(CC)c(=O)c2cc(OC)c(OC)cc12 | -0.1 | 0
COc1ccc(C(=O)N2CCN(S(=O)(=O)c3ccc(C)cc3C)CC2)cc1OC | 1.3 | 6
CCOC(=O)N1CCC(N2Cc3cccc(C(=O)NCc4ccccc4OC)c3C2=O)CC1 | 2 | -10
CS(=O)(=O)N(CC(=O)NCC1CCCO1)c1cc(Cl)ccc1Cl (stereo not drawn) | -0.5 | 0
COC(=O)c1ccccc1NC(=O)C1CC(=O)N(C2CCCCC2)C1 (stereo not drawn) | 0.76 | -13
COc1ccc(NC(=O)c2cc3ccccc3o2)cc1 | 0.6 | 4
CCOCCCN(C(=O)CNC(=O)c1ccco1)C(C(=O)NC1CCCC1)c1ccccc1C (stereo not drawn) | -0.4 | -6
COc1ccc2cc(CCNC(=O)c3ccc(Br)o3)c(=O)[nH]c2c1 | 0.29 | -1
O=C(CCCCn1c(=O)[nH]c2ccsc2c1=O)NCC1CCCO1 (stereo not drawn) | 0.016 | 4

# The last 4 entries of the part above come first, to join the parts:
Structure | DAT uptake mod | Ecoli WT expand
COc1ccc(NC(=O)c2cc3ccccc3o2)cc1 | 0.6 | 4
CCOCCCN(C(=O)CNC(=O)c1ccco1)C(C(=O)NC1CCCC1)c1ccccc1C (stereo not drawn) | -0.4 | -6
COc1ccc2cc(CCNC(=O)c3ccc(Br)o3)c(=O)[nH]c2c1 | 0.29 | -1
O=C(CCCCn1c(=O)[nH]c2ccsc2c1=O)NCC1CCCO1 (stereo not drawn) | 0.016 | 4
Cc1cccc(Cn2c(=O)c3c(nc4n3CCN4Cc3ccco3)n(C)c2=O)c1 | 3.1 | 4
CCc1c(C)nc2ncnn2c1N1CCCC(C(=O)NCc2ccc3c(c2)OCO3)C1 (stereo not drawn) | 0.82 | -1
Cc1onc(-c2ccccc2Cl)c1C(=O)N1CCN(c2nc3ccccc3s2)CC1 | 0.11 | -12
N#CCCN1CCN(S(=O)(=O)c2ccc(S(=O)(=O)NCc3ccccc3)cc2)CC1 | -0.027 | -5
Cc1ccc2nc(NC(=O)C3CCCN(S(=O)(=O)c4cccnc4)C3)sc2c1 (stereo not drawn) | -0.067 | 2
CCOC(=O)c1ccc(NC(=O)c2cc3ccccc3o2)cc1 | 0.13 | 25
COCCNC(=O)c1noc2c1CCc1cc(OC)ccc1-2 | -0.0018 | 3
c1ccc2sc(N3CCN(Cc4nnnn4CC4CCCO4)CC3)nc2c1 (stereo not drawn) | 0.12 | 3
Cc1c(Nc2ncnc3nc[nH]c23)c(=O)n(-c2ccccc2)n1C | 0.28 | -7
Cn1c(COc2ccccc2)nnc1SCCSc1nnc(COc2ccccc2)n1C | 0.88 | -4
CCN1CCN(C(CNS(=O)(=O)c2ccc(OC)cc2)c2cccnc2)CC1 (stereo not drawn) | -0.43 | 7
CCOc1ccc(CCNC(=O)Cc2nn[nH]n2)cc1OCC | -0.85 | 1
CCOC(=O)C1CCCN(c2cc(=O)n(-c3ccccc3Cl)c(=O)[nH]2)C1 (stereo not drawn) | -0.23 | -1
C=C(C)CSc1nnc2n(C)c(=O)c3c4c(sc3n12)CCC4 | 0.006 | 3
CC(=O)c1cc(C(=O)Nc2ccccc2C(=O)O)oc1C | 0.54 | -8
COc1ccc(CCNC(=O)c2c[nH]c3ccccc3c2=O)cc1OC | 0.49 | 2
Cc1cc2c(c(Sc3ccccc3)n1)C(=O)OC2 | -0.93 | -1
CCNC(=O)CP(=O)(c1ccccc1)c1ccccc1 | -0.26 | 4
Cn1c(=O)c2nc(-c3ccc(Cl)cc3Cl)oc2c2ccccc21 | -1.3 | 0
NC(=O)c1sc2nc(N3CCCCC3)c3c(c2c1N)CCCC3 | 1.3 | 1

# Ordered by formula weight (lowest first): part of the list above.
Structure | DAT uptake mod | Ecoli WT expand
Cc1cc(Nc2ccc(C)c(C)c2)n2nc(C)nc2n1 | -0.61 | 1
COc1ccccc1-c1nnc2sc(C3CCCCC3)nn12 | 1.8* | 12
COc1ccc(NC(=O)c2ccc(Cl)c(S(=O)(=O)N3CCc4ccccc4C3)c2)cn1 | -0.8 | -10

# Exported with values under each structure: entries from further up.
# Below each SMILES – DAT uptake mod, Ecoli WT expand
COc1ccc(CCNC(=O)c2c[nH]c3ccccc3c2=O)cc1OC
→ 0.49, 2
NC(=O)c1sc2nc(N3CCCCC3)c3c(c2c1N)CCCC3
→ 1.3, 1
CCOc1ccc(CCNC(=O)Cc2nn[nH]n2)cc1OCC
→ -0.85, 1
Cc1cc2c(c(Sc3ccccc3)n1)C(=O)OC2
→ -0.93, -1
CCOC(=O)C1CCCN(c2cc(=O)n(-c3ccccc3Cl)c(=O)[nH]2)C1 (stereo not drawn)
→ -0.23, -1
Cn1c(=O)c2nc(-c3ccc(Cl)cc3Cl)oc2c2ccccc21
→ -1.3, 0

# (continued)
Structure | DAT uptake mod | Ecoli WT expand
COc1ccc(CC(=O)Nc2ccc(N3CCN(c4ccc(OC)cc4)CC3)c(C#N)c2)cc1 | 1.9 | -9
O=c1oc2c(CN3CCOCC3)c(O)c(Cl)cc2c2c1CCC2 | -0.18 | -1
COc1ccc([C@@H]2[C@H]3CN(C(C)=O)CC=C3C(C#N)=C(N)C2(C#N)C#N)c2ccccc12 | -0.86 | -7
COc1ccc(N2C(=O)CCC(C(=O)Nc3cccc(C)n3)C2c2ccc(OC)c(OC)c2)cc1 (stereo not drawn) | 0.79 | 7
O=C(CSCc1ccc(Cl)cc1)c1ccco1 | 0.59 | -2
COc1ccc(-c2nc(CS(=O)CC(=O)N3CCCC3)c(C)o2)cc1 (stereo not drawn) | 1.1 | 0
Cc1ccsc1C(=O)OCC(=O)N1CCOCC1 | -1.3 | 5
COc1ccc(CCNC(=O)CCn2c(=O)oc3ccccc32)cc1 | 0.89 | 10
Cc1cccc(-n2c(N)c(C(=O)NCCN3CCOCC3)c3nc4ccccc4nc32)c1 | 1.8 | -4
CC(C)NC(=O)C1CCN(C(=O)N(C)C)CC1 | -0.74 | 2
Cc1cc(OCCCn2ccnc2)cc(C)c1Cl | -0.035 | 32
O=C(NCc1ccc(F)cc1)N[C@@H](Cc1ccccc1)C(=O)O | -1.1 | 2
COc1ccc(C2CC(c3ccccc3C)n3nc(N)nc3N2)cc1 (stereo not drawn) | 0.084 | 6
On1c(-c2ccco2)nc2c1CCc1nonc1-2 | -0.15 | 15
NC(=O)CSCc1cccc(Br)c1 | -0.95 | 5
Oc1ccc(-c2nc(-c3ccc(O)c(O)c3)cs2)cc1 | -0.13 | 25
CCSC1=C(C#N)C(c2ccccc2C)CC(=O)N1 (stereo not drawn) | -0.48 | -3
Cn1c(=O)c2c(nc(CN3CCN(Cc4ccccc4)CC3)n2Cc2ccccc2)n(C)c1=O | 0.34 | -1
COc1ccc(CCNC(=O)c2cc(C(C)C)on2)cc1OC | -1.2 | 4
Cc1sc2nc(SCC(=O)NCCOCCO)n(C)c(=O)c2c1C | -0.24 | -21

# Records listed above marked active in DAT uptake mod:
SMILES | DAT uptake mod
COc1ccccc1-c1nnc2sc(C3CCCCC3)nn12 | 1.8*

# More structures.
Structure | DAT uptake mod | Ecoli WT expand
CCOc1nc(Oc2cccc(C(=O)O)c2)nc(Oc2cccc(C(=O)O)c2)n1 | -0.7 | 1
CCN(CCCNC(=O)c1[nH]c(C)c(C(C)=O)c1C)c1ccccc1 | 1.3 | -4
C=CC1C(N2CCOCC2)C(C)(C)S1(=O)=O (stereo not drawn) | -0.024 | 1
CCN(C(=O)c1sc(N)c(C#N)c1C)C1CCCCC1 | -1.1 | 6
COC(=O)c1cc(Cl)c(N)cc1OC | -0.74 | -7
CCOC(=O)c1c(C)n(C)c2ccc(OC)c(NC(=O)CN3CCSCC3)c12 | 0.78 | 2
CC(C)Cc1cc(C(=O)Nc2ccc(F)cc2F)no1 | 0.073 | 15
Cc1ccc2c(c1)c1c3n2CCN=C3CCC1 | -0.13 | 7
CCOc1ccc2[nH]c(=O)c(CN(Cc3ccco3)C(=O)c3ccc(Br)cc3)cc2c1 | -0.32 | -7
COC(=O)c1sc2ccccc2c1N | -0.13 | 5
Cc1ccc(NC(=O)C2CCCN(S(=O)(=O)c3c(C)noc3/C=C/N(C)C)C2)cc1F (stereo not drawn) | -0.22 | -11
O=C(CSc1nn(-c2ccc(Cl)cc2)c(=S)s1)N1CCN(C(=O)c2ccco2)CC1 | -0.25 | -5
CC(=O)C1=C(O)C(=O)N(Cc2ccccc2)C1c1ccco1 (stereo not drawn) | -0.72 | 0
O=C(NCC(=O)N(c1cccc(F)c1)C(C(=O)NCC1CCCO1)c1ccccc1)c1ccco1 (stereo not drawn) | 0.99 | 27

# Not all compounds are listed; count on the stated rates, not on these rows.
